Gal4-VP16 FLuc: VP16 counterscreen qHTS for inhibitors of ROR gamma transcriptional activity; Potency, µM (top dose mostly 53.6 µM), for the others: top-dose activity, negative = inhibition, most hits filed as inhibitors; 310,000 tested, 3.5% active; Drosophila S2 Gal4-VP16 UAS-luciferase, luminescence, 20 h;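 also: Gal4-VP16 expression switched on by copper sulfate through the metallothionein promoter; potency is read from the fitted curve at half-maximal effect; % is scaled to controls: 0 for no effect and ±100 for the full control effect; nearly all actives have a fitted effect of over 50% in size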
Rab9 promoter act: qHTS Assay for Rab9 Promoter Activators; 320,000 tested, 2.8% active; Potency, µM (highest dose often 9.22 µM), without a hit: top-dose activation, negative = inhibition, most hits filed as activators; Huh7 Rab9 promoter-luciferase reporter, luminescence, 24 h; also: potency is read from the fitted curve at half-maximal effect; % of control where 0% means no effect; nearly all actives have a fitted effect of over 60% in size
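Cells were plated at 1500 per well in reduced-serum medium with 10% FBS and left 2 h. Compound in DMSO was then added for 24 h at 37 °C. Reporter signal was read by luminescence after 10 min with luciferase detection reagent.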
ELG1 genotoxic: qHTS screen for small molecules that induce genotoxicity in human embryonic kidney (HEK293T) cells expressing luciferase-tagged ELG1; HEK293T ELG1-luciferase reporter, luminescence, 16 h; Potency, µM (doses to about 46 µM), inactives show at the highest dose activity change, positive = activation, actives largely listed as activators; 330,000 tested, 1.3% active; also: potency is read from the fitted curve at half-maximal effect; % of control where 0% means no effect; nearly all actives have a fitted effect of over 60% in size
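16 hr compound incubation (37 °C, 5% CO2) of HEK293T cells carrying luciferase-tagged ELG1; luciferase then measured by ONE-Glo luminescence after 30 min at RT.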
Tb PFK block: qHTS Assay to Find Inhibitors of T. brucei phosphofructokinase; T. brucei PFK, ADP-Glo luminescence; Potency, µM (highest dose often 57.5 µM), for inactives: at the top dose activity, negative = inhibition, hits mostly inhibitors; 330,000 tested, 0.17% active;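 also: potency is read from the fitted curve at half-maximal effect; 0% = uninhibited 1x PFK enzyme wells and -100% = no-enzyme wells; nearly all actives have a fitted effect of over 60% in size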
Target sequence (O15648 whole entry, looked up): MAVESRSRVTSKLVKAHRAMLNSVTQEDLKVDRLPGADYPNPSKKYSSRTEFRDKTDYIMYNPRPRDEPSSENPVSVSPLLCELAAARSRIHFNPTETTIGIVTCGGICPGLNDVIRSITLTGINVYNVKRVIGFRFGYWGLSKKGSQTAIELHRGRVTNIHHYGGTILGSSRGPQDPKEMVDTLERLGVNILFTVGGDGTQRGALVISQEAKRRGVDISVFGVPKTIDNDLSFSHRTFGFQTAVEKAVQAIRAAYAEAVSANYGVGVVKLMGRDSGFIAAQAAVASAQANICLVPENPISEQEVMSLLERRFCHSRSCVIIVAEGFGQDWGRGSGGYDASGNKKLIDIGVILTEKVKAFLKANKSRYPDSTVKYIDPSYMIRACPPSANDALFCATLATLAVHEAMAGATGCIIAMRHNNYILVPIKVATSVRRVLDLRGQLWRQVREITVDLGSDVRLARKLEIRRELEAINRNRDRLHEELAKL
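ADP-Glo luminescence quantified ADP after 45 min at room temperature, with 1.25 nM T. brucei PFK, 0.1 mM ATP and 0.5 mM fructose-6-phosphate in pH 8.0 TEA buffer. qHTS titrations up to 57 µM; curves classified by quality.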
NPC1 promoter act: qHTS Assay for NPC1 Promoter Activators; 320,000 tested, 2.4% active; AID 485313, 2010; Huh7 NPC1 promoter luciferase reporter, 24 h; Potency, µM (highest dose often 9.22 µM), without a hit: at the top dose activation, usual class: activators;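 also: potency is read from the fitted curve at half-maximal effect; % of control where 0% means no effect; nearly all actives have a fitted effect of over 60% in size; reporter is driven by a mutant NPC1 promoter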
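Luciferase expression driven by the NPC1 promoter was measured in stably transfected Huh7 cells after a 24 h compound incubation, using a luciferase reagent and a luminescence read.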
RORgamma inh: qHTS for inhibitors of ROR gamma transcriptional activity; Nuclear receptor ROR-gamma (Mus musculus), P51450; Drosophila S2 Gal4-RORgamma UAS-luciferase reporter, 20 h; Potency, µM (highest dose often 53.6 µM), without a hit: at the top dose activity change, negative = inhibition, hits mostly inhibitors; 310,000 tested, 5.4% active; AID 2551, 2010; also: potency is read from the fitted curve at half-maximal effect; % is scaled to controls: 0 for no effect and ±100 for the full control effect; nearly all actives have a fitted effect of over 60% in size
Target sequence (P51450 whole entry, looked up, the tested form may be a part): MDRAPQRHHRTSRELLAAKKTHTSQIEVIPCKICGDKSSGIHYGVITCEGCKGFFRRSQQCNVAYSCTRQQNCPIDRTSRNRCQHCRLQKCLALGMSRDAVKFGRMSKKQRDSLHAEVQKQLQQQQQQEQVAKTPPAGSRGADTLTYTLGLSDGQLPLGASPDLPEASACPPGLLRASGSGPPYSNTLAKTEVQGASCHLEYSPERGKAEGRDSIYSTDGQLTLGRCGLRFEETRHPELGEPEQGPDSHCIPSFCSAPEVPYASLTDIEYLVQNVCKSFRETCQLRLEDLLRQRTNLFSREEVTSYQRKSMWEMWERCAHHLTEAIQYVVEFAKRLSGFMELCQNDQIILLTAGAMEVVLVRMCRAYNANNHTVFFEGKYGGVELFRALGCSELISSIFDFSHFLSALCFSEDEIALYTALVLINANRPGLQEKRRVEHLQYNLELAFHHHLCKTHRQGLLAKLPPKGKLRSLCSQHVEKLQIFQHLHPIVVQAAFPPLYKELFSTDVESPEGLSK
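Compounds are pin-transferred onto Drosophila Schneider cells expressing a copper-inducible Gal4–ROR gamma transactivation domain fusion. After 1 hr, copper sulfate is added to 700 uM final; luciferase is read 20 hr later.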
Giardia kill: Small Molecules that selectively kill Giardia lamblia: qHTS; Giardia lamblia trophozoite viability; activity change, % at 7.66 µM, hits read low; 340,000 tested, 0.15% active; AID 540267, 2011; in the data active = activity change below about -80%; inconclusive = between about -30% and that limit;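 also: parasites exposed to compound for two days anaerobically before the ATP read; % is scaled to controls: 0 for no effect and ±100 for the full control effect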
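ATP-content bioluminescence gauges trophozoite survival. Cells (100/well) receive compound and incubate anaerobically for 48 hrs at 37 deg C; detection reagent follows for 15-30 min at room temperature.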
FLuc modulator: qHTS profiling assay for firefly luciferase inhibitor/activator using purifed enzyme and Km concentrations of substrates (counterscreen for miR-21 project) | Luciferin 4-monooxygenase (Photinus pyralis), P08659 | purified FLuc, Km substrates, luminescence inhibition | Potency, µM (series often up to 57.5 µM), without a hit: at the highest dose activity change, negative = inhibition, most hits filed as inhibitors | 360,000 tested, 6.9% active;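 also: potency is read from the fitted curve at half-maximal effect; plate controls were vehicle for no effect and reference inhibitor for full effect; nearly all actives have a fitted effect of over 55% in size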
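Purified P. pyralis luciferase (10nM final) with 10uM D-luciferin and 10uM ATP (Km levels) in 50mM Tris acetate pH 7.5, 10mM Mg acetate, 0.01% Tween-20, 0.05% BSA; qHTS 6-point titration, ~60 µM downward; luminescence read.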
Coupling enz: qHTS Assay for Inhibitors of Fructose-1,6-bisphosphate Aldolase from Giardia Lamblia: Coupling assay counterscreen; coupling enzyme system counterscreen, AmpLite Red fluorescence; activity change, negative = inhibition, % at 58.2 µM, hits read low; 290,000 tested, 0.67% active; in the data active = activity change below about -30%; also: % is scaled to controls: 0 for no effect and ±100 for the full control effect
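Activity here indicates interference with the coupling reaction, not aldolase inhibition. Compounds at 57.5 uM final met coupling enzymes for 10 min at RT; substrate and AmpLite Red detection followed, with a 525/598 nm fluorescence read after 20 min.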
uPA surface inh: qHTS for Inhibitors of Cell Surface uPA Generation. cell surface uPA generation assay, qHTS. Potency, µM (titrated, usually from 38.3 µM), without a hit: top-dose activity change, negative = inhibition, usual class: inhibitors. 330,000 tested, 0.31% active. AID 540303, 2011; active = well fitted inhibition curve with a large enough effect; inconclusive = small, poorly fitted or top-dose-only effect; inactive = no such curve, though single readings can be large or run the other way; tested in mouse RAW 264.7 cells; also: potency is read from the fitted curve at half-maximal effect; % is scaled to controls: 0 for no effect and ±100 for the full control effect; nearly all actives have a fitted effect of over 55% in size
KCNH2 3.1 block: qHTS for Inhibitors of KCHN2 3.1: Mutant qHTS | U2OS KCNH2 3.1, thallium flux FluxOr; stronger effect = lower value | 340,000 tested, 0.95% active | activity change, % (tested at about 1.8 µM) | Potassium voltage-gated channel subfamily H member 2, brain isoform KCNH2 3.1 (human);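 active = maximum activity change below -70%; inconclusive = maximum activity change from -70% to -50%; inactive = maximum activity change above -50%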;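 also: thallium influx rate constant from kinetic fluorescence after stimulation buffer; % is scaled to controls: 0 for no effect and ±100 for the full control effect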
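Normalized rate constant (relative to positive and negative DMSO controls) derived from a 2 min kinetic fluorescence read after stimulation; U2OS cells expressing the 3.1 isoform via virus at 1.77 x 10^8 /mL.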
The depositor's hits bear a star; ? = inconclusive; . = no result given; [ ] = remark or other dose. Unless noted, calls follow the shape of the dose curve; as a rule, active = well fitted curve in the direction sought with a large enough effect; inconclusive = small, poorly fitted or top-dose-only effect, or another doubt; inactive = no such curve, though single readings can be large; an effect the other way counts as inactive or inconclusive.

molecule	Giardia kill	Rab9 promoter act	ELG1 genotoxic	Gal4-VP16 FLuc	Coupling enz	FLuc modulator	Tb PFK block	KCNH2 3.1 block	NPC1 promoter act	RORgamma inh	uPA surface inh
O=C(CSCc1ccc(Cl)cc1)Nc1cccc(C(=O)Nc2ccccc2C(=O)O)c1	9.6	-0.3%	-0.1%	0.1%	12.6	-12.9%	-0.6%	4.9	1.3%	5.8%	-1.9%
CC(C)c1ccc(/C=C/C(=O)N2CCOCC2)cc1	-6.5	2.51µM*	?	-17.9%	1.5	9.53µM*	1.2%	1.7	3.16µM*	-13.1%	-1.9%
COc1ccccc1CCNC(=O)C(=O)NCC1OCCN1S(=O)(=O)c1cccs1 (centres undefined)	-7.8	8.2%	-0.5%	5.4%	.	-8.9%	-6.0%	4.3	6.7%	7.1%	-14.5%
CCN(CC)C(=S)SCC(=O)c1ccccc1	-13.5	2.82µM*	?	-6.7%	0.1	12µM*	-1.4%	9.0	2.24µM*	6.0%	-3.8%
Cc1ccc2nc(-c3cccc(NC(=O)c4ccco4)c3)[nH]c2c1	3.2	?	0.1%	?	-9.9	1.35µM*	-4.1%	-4.1	?	13.6%	-0.2%
CCn1cc(SCC(=O)N2CCOCC2)c2ccccc21	25.1	?	18.4µM*	1.1%	1.3	?	0.4%	1.5	?	-2.4%	4.6%
COC(=O)C(NS(=O)(=O)c1ccc(C)cc1)c1ccccc1 (centres undefined)	-7.8	0.3%	-3.1%	-3.2%	0.4	2.2%	1.3%	.	6.1%	-25.6%	-5.4%
Cn1c(=O)n(C)c2cc(NS(=O)(=O)c3ccccc3)ccc21	-16.5	4.2%	18.3µM*	18.8%	-0.8	2.7%	2.0%	-0.4	-3.9%	-13.4%	-8.5%
CCOc1ccc(/C=C(\C)C(=O)c2c(C)cc(C)[nH]c2=O)cc1	-12.9	-1.8%	-6.0%	1.4%	-0.5	0.2%	3.3%	-5.3	-1.9%	-16.8%	-20.2%
COc1ccc2[nH]c3c(c2c1)CCN1C(=O)C(CC(=O)NCCC2=CCCCC2)C[C@H](C(=O)N2CCCCC2)[C@@]31CCc1ccccc1 (some centres undefined)	6.8	.	?	.	.	.	6.4%	-12.8	.	.	-0.2%
CCOC(=O)N1CCN(C(=O)/C=C/c2ccc(OC)c(OC)c2)CC1	3.7	-0.8%	5.2%	3.0%	1.3	3.6%	1.6%	-1.2	-0.3%	0.5%	-2.4%
CC1CN(CCOc2ccc(Cl)c(Cl)c2)CC(C)O1 (centres undefined)	-4.7	-0.1%	-4.2%	-1.4%	-7.4	2.9%	-7.0%	1.5	-1.3%	24.0%[1.91 µM]	-2.8%
CCCCS(=O)(=O)Nc1ccc2c(c1)ncn2C1CCCCC1	7.3	-3.9%	-1.8%	-25.1%	-0.3	-7.8%	-1.3%	-2.4	5.2%	10.4%	-3.3%
Nc1nnc(SCCCC(=O)c2ccc(F)cc2)s1	1.8	23.6%	4.0%	-13.2%	3.1	?	0.0%	12.7	17.6%	44.4%	3.0%
Cc1ccc(C(=O)NCCN2C3=NC[C@H](Cc4ccc(O)cc4)N3C[C@H]2Cc2ccc(O)cc2)cc1Br	-7.8	-1.3%	0.8%	-22.3%	-0.1	1.1%	-5.6%	-9.3	-1.2%	-6.2%	-2.7%
COc1ccc(C2(O)CC3CCC(C2)N3c2cc(C)nc(-c3ccccc3)n2)cc1 (centres undefined)	-17.0	0.0%	-7.5%	-13.0%	-4.3	-12.6%	1.9%	-2.9	-0.5%	29.6%	-26.5%
O=c1c2ccccc2c(C=Nc2ccccc2O)c(O)n1-c1nccs1	8.4	-3.6%	-7.4%	?	0.5	-2.6%	12.2%	-7.2	1.7%	?	?
NS(=O)(=O)c1ccc(NC(=O)COC(=O)c2ncc(Cl)c(Cl)c2Cl)cc1	-3.2	.	0.9%	.	.	.	-7.7%	-1.2	.	.	-0.3%
CC(C)(CCO)NC(=S)NC1CC2C=CC1C2 (centres undefined)	2.6	-2.5%	-2.9%	?	5.7	-2.1%	-0.2%	-8.0	0.3%	?	1.4%
C=CCNC(=O)CC(C)C(CCCCC)C(=O)O (centres undefined)	3.3	5.5%	-1.7%	1.5%	-0.4	7.5%	0.1%	22.4	-3.1%	0.5%	3.8%
O=C(NC1CC1)C1=C[C@@H](C2CCCCC2)C[C@@H](OCCCCO)O1	9.2	10.3%	4.0%	-4.1%	-1.3	-12.3%	0.6%	.	-0.1%	30.8%	-16.4%
CC1=NN(c2ccccc2)C(=O)/C1=C/c1c(O)n(-c2ccc(F)cc2)[nH]c1=O	21.3	19.3%	?	-17.3%	7.2	0.601µM*	0.1%	12.7	24.7%	-6.5%	-0.3%
CCCOc1ccc(N2C(=O)C3ON(c4ccccc4)C(c4ccc(O)c(OC)c4)C3C2=O)cc1 (centres undefined)	2.1	13.6%	-1.5%	1.3%	0.4	6.8%	5.1%	-11.9	-1.7%	-3.3%	-4.6%
Cc1ccc(-c2nnc(NC(=O)c3ccco3)s2)cc1	-12.5	2.24µM*	4.61µM*	?	1.7	1.51µM*	-1.5%	1.5	2.24µM*	-78.6%	-9.7%
Clc1cccc(N2CCN(Cc3ccc(Br)o3)CC2)c1	-7.7	-0.7%	-3.9%	9.4%	0.3	2.6%	-0.5%	-25.9	1.4%	22.2%	8.1%
CS(=O)(=O)c1ccccc1-c1nnc(NC(=O)C2=COCCO2)o1	-17.5	0.9%	1.1%	.	.	1.8%	-0.2%	11.6	-7.5%	.	0.8%
COc1ccccc1C(=O)COC(=O)c1ccc(N(C)C)cc1	-18.3	3.55µM*	?	15.7%	-0.9	5.36µM*	4.5%	-25.0	3.16µM*	?	.
CCCCn1c(SCC(=O)N2CCCCC2C)nc2cc(S(N)(=O)=O)ccc21 (centres undefined)	1.9	0.3%	0.2%	0.9%	-8.0	0.3%	-0.9%	-5.7	0.1%	4.8%	3.9%
Cn1c(N)c(-c2nc3cccnc3n2C)sc1=S	7.1	24.0%	5.1%	3.7%	0.9	-15.8%	-1.4%	-7.0	15.4%	-7.1%	7.7%
O=C(O)/C=C/C(=O)Nc1ccc(SC(F)(F)F)cc1	17.1	-4.8%	0.7%	-3.4%	17.1	?	-7.0%	1.7	-1.9%	30.0%	-3.8%
COc1ccc(Cc2nnc(NC(=O)CS(=O)(=O)c3ccccc3)s2)cc1OC	-18.4	15.8%	0.2%	-5.4%	7.6	3.7%	-8.9%	6.0	-1.2%	8.5%	1.5%
COc1cc(NS(=O)(=O)c2ccc(NC(=S)NC(=O)c3ccco3)cc2)ncn1	19.0	-6.6%	0.6%	1.1%	1.7	-9.4%	1.7%	3.4	-2.3%	-0.8%	2.2%
CO/N=C/C(NC(=O)c1ccc(C(F)(F)F)cc1)C(=O)OC (centres undefined)	7.9	3.4%	?	-7.1%	-0.2	?	-6.6%	-13.3	1.0%	36.3%	1.9%
COc1cccc(NC(=O)CN2C(=O)NC(Cc3c[nH]c4ccccc34)C2=O)c1 (centres undefined)	-7.8	.	-0.1%	.	.	.	-2.6%	34.9	.	.	4.2%
CC(C)Oc1ccc(NC(=O)CCC(=O)O)cc1	-20.3	-5.6%	1.1%	-1.7%	-0.8	-1.4%	0.4%	-2.6	6.5%	0.8%	.
COc1ccc(CCNS(=O)(=O)c2cc3c4c(c2)CCN4C(=O)CC3)cc1	-4.4	1.2%	27.2%	.	.	6.9%	-12.0%	7.4	0.8%	.	-1.0%
Cc1ccc(COC(=O)CCCN=C2NS(=O)(=O)c3ccccc32)cc1	-16.7	0.2%	?	.	.	-1.7%	-0.1%	-1.5	7.0%	.	0.4%
O=C(/C=C/c1ccc([N+](=O)[O-])cc1)/C=C/c1ccco1	.	1.6%	0.0%	?	-1.4	4.26µM*	?	.	-5.2%	?	.
NC(=O)CC(NC(=O)Cc1cccc2ccccc12)c1ccc(N2CCc3ccccc3C2)c([N+](=O)[O-])c1 (centres undefined)	8.9	0.2%	-5.8%	-5.0%	-3.3	-2.0%	-5.7%	-9.5	1.0%	-11.7%	9.4%
Cc1ccc(C)c(Oc2ccc(S(=O)(=O)N3CCN(C)CC3)cn2)c1	-1.1	-2.2%	0.5%	.	.	0.7%	-2.8%	-19.0	1.1%	.	-2.3%

Source: PubChem (National Center for Advancing Translational Sciences (NCATS))
